West Nile antiviral – West Nile virus antiviral activity, cell-based, CPE readout (AID 1621); West Nile virus-infected cells, CPE inhibition; higher % means a stronger effect; one-dose CPE inhibition, % at 10 µM; IC50 in µM for titrated hits; 290,000 tested, 0.02% active; in the data active = a potency from the dose series; inconclusive = CPE inhibition mostly from about 3.7% at the one dose, without a potency; inactive = the rest, 99 in 100 with CPE inhibition below about 2.2%; note: strong numbers were not always called active
PMI inhibitors – MPI enzyme activity inhibition – biochemical, fluorescence intensity, coupled assay, primary screen (AID 1209); purified PMI enzyme, coupled fluorescence intensity; higher % means a stronger effect; inhibition, % at 20 µM; hits with a dose series show IC50 in µM; 190,000 tested, 0.42% active;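 note: plate controls were DMSO vehicle for no effect and wells lacking substrate for full effect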
RSV antiviral HEp-2 – RSV antiviral activity via CPE protection, HEp-2 cells, primary 10 µM value included (AID 2391). 310,000 tested, 0.13% active. one-dose CPE inhibition, % at 10 µM; IC50 in µM for titrated hits. HEp-2 cells, RSV-induced CPE inhibition; higher % means a stronger effect; in the data active = a potency from the dose series; inconclusive = CPE inhibition mostly from about 23% at the one dose, without a potency; inactive = the rest, 99 in 100 with CPE inhibition below about 21%; note: strong numbers were not always called active
P. falciparum M17LAP – P. falciparum M17LAP inhibitors, primary screen, biochemical, fluorogenic H-Leu-NHMec substrate, 1536-well (AID 1619); recombinant M17LAP, H-Leu-NHMec fluorogenic kinetic assay; higher % means a stronger effect; inhibition, % at 30 µM, or IC50 in µM where a hit was titrated; 220,000 tested, 0.38% active;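 active = compound inhibiting the enzyme by more than half at any dose during confirmatory dose-response retesting; inconclusive = strong single-dose inhibitors picked by rank but not retested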;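 note: plate controls were full reaction with DMSO carrier for no effect and no enzyme background for full effect; strong numbers were not always called active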
UTI89 phage lysis – protection from phage-mediated lysis, alamar blue read-out – E. coli UTI89, K1F phage, bacterial capsule biogenesis inhibitors (AID 488966); E. coli UTI89 K1F phage lysis, alamar blue, 2 h; higher % means a stronger effect; one-dose inhibition, % at 100 µM; IC50 in µM for titrated hits; 340,000 tested, 0.02% active;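 active = phage lysis inhibition, versus mean bacterial control, above a set limit; inconclusive = no clear call, values can overlap the other calls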;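 note: capsule biogenesis inhibitors block K1F phage lysis so surviving cells raise fluorescence; higher fluorescence means more inhibition of phage lysis; actives were called in the ten point dose series up to 300 µM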
T cell modulator – T cell immune modulation candidate; 2C CD8+ T cell-vesicle binding, flow cytometry; hits give low values; calls only at 7 µM; 330,000 tested, 0.068% active; AID 2052;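 active = response, share of CD8 T cells binding vesicles, and their 90th percentile fluorescence all below set limits, cut at about 80% in these data, passing the limit was not always enough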
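Assay system: 2C TCR transgenic mouse naive CD8+ T cells, MACS-purified | Read-out: CD8+ gate FL2 mean fluorescence as % of same-row positive control | Signal: High-throughput flow cytometry with anti-B7-1 and anti-CD8 staining | Timing: Binding step 1.5 h, 37 °C, antibody labelling 20 min, ice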
human PMI inhibitors – MPI inhibition at elevated mannose 6-phosphate – biochemical, fluorescence intensity, high mannose 6-phosphate, primary screen (AID 1220) | one-dose inhibition, % at 20 µM; IC50 in µM for titrated hits | recombinant PMI enzyme, coupled fluorescence intensity; higher % means a stronger effect | 190,000 tested, 0.66% active
M1AAP inhibition – P. falciparum M1AAP inhibitors, biochemical, fluorogenic H-Leu-NHMec substrate, 1536-well (AID 1445); recombinant M1AAP, H-Leu-NHMec fluorogenic kinetic assay; higher % means a stronger effect; inhibition, % at 30 µM; hits with a dose series show IC50 in µM; 220,000 tested, 0.42% active;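 active = primary inhibition above the hit cutoff, then over 50% inhibition at one or more dose response concentrations, cut at about 23% in these data, passing the limit was not always enough; inconclusive = conflicting primary data, or primary hits not chosen for dose response; inactive = low primary inhibition, or under 50% at every dose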;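 note: plate controls were DMSO full reaction for no effect and no enzyme background for full effect; strong numbers were not always called active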
TNAP activators – stimulation of alkaline phosphatase TNAP activity – biochemical, luminescent, no phosphate acceptor, uHTS, primary screen (AID 1001) | purified TNAP, luminescent activation assay, no phosphate acceptor; higher activation fold means a stronger effect | activation fold at 20 µM, or EC50 in µM where a hit was titrated | 200,000 tested, 0.03% active; in the data active = activation fold from about 3, or a potency from the dose series; inactive = the rest, 99 in 100 with activation fold below about 1.6; note: many of its hits are not listed in these tables
T cell modulator vesicle-bound % – second read-out of T cell modulator, no call of its own (marks repeat the call); double positive events, %; measured here: CD8+ vesicle-bound cell fraction;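 binding gate set so that unloaded-vesicle control wells show 10% double positive cells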
Numbers without * were called inactive; i = inactive; ? = inconclusive; · = not tested or not shown; & = joins results of further samples; [ ] = remark or other dose. Cut-off read from the data, not from the text of the source, unless noted: active = inhibition above about 50%; inactive = the rest. The list is partial; count on the stated rates, not on these rows.

SMILES	West Nile antiviral	PMI inhibitors	RSV antiviral HEp-2	P. falciparum M17LAP	UTI89 phage lysis	T cell modulator	T cell modulator vesicle-bound %	human PMI inhibitors	M1AAP inhibition	TNAP activators
CC(C)Oc1ccc(CC2(CCc3ccncc3)C(=O)NC(=O)NC2=O)cc1	-0.3%	·	·	10.9%	-0.5%	i	26.0	·	4.4%	·
NCC(CC(=O)O)C1CCCCC1 (stereo not given)	-0.4%	6.0%	1.2%	6.3%	4.5%	i	35.1	-3.3%	-1.1%	1.1
COc1cccc(C(=O)C2CN(C)CC2c2ccc(Cl)cc2)c1 (stereo not given)	-1.0%	-2.2%	-1.3%	-1.8%	?	i	4.4	-6.3%	3.1%	1
CN[C@H](C)[C@H](O)c1ccccc1	-0.1%	0.4%	-0.1%	-1.9%	1.6%	i	18.4	-4.7%	-1.8%	1.1
O=C(O)C1C2c3ccccc3C(c3ccccc32)C1C(=O)Nc1ccccc1 (stereo not given)	0.1%	5.0%	-0.2%	-9.3%	0.1%	i	2.2	-1.0%	3.7%	1
CCC(=NCCc1ccccc1)c1c(O)[nH]c(=O)[nH]c1=O	-0.6%	·	-1.4%	3.7%	0.1%	i	21.5	·	0.4%	·
O=c1[nH]c(=O)n(CCC2=CCCCC2)c(O)c1C=NCCCn1ccnc1	0.1%	2.6%	-0.1%	3.9%	0.0%	i	39.5	6.5%	6.4%	1
CC1=NCCc2c1[nH]c1ccccc21	1.0%	3.3%	-0.2%	-7.4%	1.0%	i	36.8	-9.4%	4.6%	1.2
Cc1ccc(N2C(=O)NC(=O)C3(Cc4ccccc4N4CCN(c5ccccc5)CC43)C2=O)cc1 (stereo not given)	0.3%	-61.3%	2.7%	4.9%	0.6%	i	49.5	-115.5%	11.3%	0.9
Clc1ccc(N2CCNCC2)nn1	-0.1%	-6.0%	-1.1%	1.2%	0.4%	i	12.5	-3.7%	3.0%	1.1
COc1cc2c(cc1O)CC1c3c(cc(O)c(OC)c3-2)CCN1C (stereo not given)	0.2%	9.4%	0.8%	6.7%&-1.8%	1.8%	i	11.3	52.5%*	6.4%&3.2%	1
CN1CCN(/N=C/c2c(O)n(CCC3=CCCCC3)c(=S)[nH]c2=O)CC1	-0.1%	·	·	7.5%	-0.6%	i	5.1	·	10.7%	·
Cn1cc(C(=O)Cc2ccccc2)c2ccccc21	-0.8%	9.8%	7.3%	3.9%	7.8%	i	40.1	3.4%	7.7%	1.1
O=C(Nc1ccc(F)cc1)c1c(O)c2c(n(Cc3ccccc3)c1=O)CCCC2	-1.2%	-18.0%	18.5%	-4.6%	0.2%	i	51.3	-14.2%	5.5%	1
COc1ccc(CN2CCN(c3ccccc3F)CC2)cc1O	-0.4%	4.9%	0.6%	8.0%	-0.3%	i	19.5	1.5%	3.4%	1.1
COc1ccc(/C=C/C(=O)NC(=S)N2C[C@H]3C[C@H](C2)c2cccc(=O)n2C3)cc1OC	0.7%	·	1.0%	·	2.6%	i	24.1	·	·	·
Cc1cc(C)n2nc(C)[n+](C)c2n1	0.2%	-3.2%	0.7%	-7.6%	0.2%	i	27.0	-10.2%	-1.2%	1.1
CN(C)CC1CSCCC1(O)c1ccccc1Cl (stereo not given)	0.1%	-13.6%	-0.1%	19.9%	1.2%	i	46.9	-7.7%	-3.5%	1.1
O=C(Cc1ccccc1)N1CCN(Cc2ccccc2Cl)CC1	-0.9%	·	3.4%	·	0.2%	i	31.9	·	·	·
Cc1nc2c(=O)n(C)c(=O)nc-2n(C)n1	·	73.6%*	-2.3%	-0.3%	0.0%	i	23.0	6.09µM*	4.1%	1
CCOc1ccc(C2C(C#N)=C(N)Oc3c2c(=O)oc2ccccc32)cc1 (stereo not given)	1.0%	4.8%	0.4%	-9.3%	-0.5%	i	49.7	3.9%	4.5%	1.1
CCOC(=O)c1c(C)n(CCOC)c2ccc(O)cc12	0.7%	7.2%	2.8%	6.0%	-1.2%	i	9.0	8.2%	4.1%	1.1
O=C1C2CCCN2C(c2ccc(Cl)c(Cl)c2)N1c1ccccn1 (stereo not given)	-0.9%	0.6%	1.1%	5.3%	0.0%	i	31.7	-2.3%	3.8%	1
CC(=O)OC1N=C(c2ccccc2)c2cc(Br)ccc2NC1=O (stereo not given)	-0.2%	1.8%	0.5%	11.1%	0.0%	i	17.2	-5.4%	4.8%	1.1
OC1(CN2CCOCC2)C2CC3CC(C2)CC1C3 (stereo not given)	0.4%	-2.6%	0.1%	0.5%	0.3%	i	56.7	-10.1%	-0.1%	1.1

A few values from the results shown.
TNAP activators with O=c1[nH]c(=O)n(CCC2=CCCCC2)c(O)c1C=NCCCn1ccnc1 → 1
PMI inhibitors with COc1cc2c(cc1O)CC1c3c(cc(O)c(OC)c3-2)CCN1C (stereo not given) → 9.4%
human PMI inhibitors with CN[C@H](C)[C@H](O)c1ccccc1 → -4.7%
RSV antiviral HEp-2 with NCC(CC(=O)O)C1CCCCC1 (stereo not given) → 1.2%

More compounds
SMILES	West Nile antiviral	PMI inhibitors	RSV antiviral HEp-2	P. falciparum M17LAP	UTI89 phage lysis	T cell modulator	T cell modulator vesicle-bound %	human PMI inhibitors	M1AAP inhibition	TNAP activators
O=C(NC1CN2CCC1CC2)c1cccc(Cl)c1 (stereo not given)	-0.1%	·	-0.4%	·	0.2%	i	6.5	·	·	·
CC(C)CCC1(CCc2ccncc2)C(=O)NC(=O)NC1=O	0.1%	-5.1%	1.7%	3.2%	-0.1%	i	5.6	-12.3%	6.7%	1.1
Brc1ccccc1	0.2%	·	3.2%	-2.5%	0.1%	i	61.7	·	-5.7%	·
CN(C)c1ccc(P(=S)(N(C)C)N(C)C)cc1	0.5%	-7.6%	0.9%	1.3%	0.3%	i	50.7	-10.0%	12.1%	1.1
CC(C(=O)c1ccccc1)N1C(=O)c2ccccc2C1=O (stereo not given)	0.2%	4.9%	0.5%	-2.8%	2.2%[50 µM]	i	13.5	1.6%	1.2%	1.1
CC(C)Oc1cccc(C(=O)C2CCCN(C3CCOCC3)C2)c1 (stereo not given)	-1.1%	4.8%	-1.5%	·	0.2%	i	49.9	1.7%	·	1.1
O=C(c1cccn2c(=O)c3ccccc3nc12)N1CCC2(CC1)OCCO2	-0.5%	-8.1%	-2.0%	-17.1%	1.7%	i	61.0	-10.7%	8.1%	1.1
CC(=O)c1ccccc1NC(=O)C1C2CCC(O2)C1C(=O)O (stereo not given)	0.0%	16.7%	5.0%	-4.5%	·	i	24.4	3.1%	-2.8%	1.1
O=[N+]([O-])c1cccc(NP(=O)(Oc2ccccc2)Oc2ccccc2)c1	-0.9%	·	-1.0%	·	-0.1%	i	39.3	·	·	·
CN(C)C(=O)Oc1cccc(-c2cn3cc(Cl)ccc3n2)c1	-1.0%	-21.5%	5.6%	17.2%	3.6%[50 µM]	i	20.5	-13.8%	5.9%	1
O=C(c1ccc(N2CC3CC(C2)c2cccc(=O)n2C3)c([N+](=O)[O-])c1)N1CCCC1 (stereo not given)	0.0%	-0.6%	-1.4%	14.2%	0.1%	i	47.8	3.7%	5.3%	1
COc1ccc(CC2c3cc(OC)c(OC)cc3CCN2C)cc1O (stereo not given)	0.3%	-2.1%	1.2%	0.9%	1.3%	i	20.0	6.8%	0.1%	1.1
CC(=O)OC1(c2ccc(C)cc2)CN2CCC1c1ccccc12 (stereo not given)	0.1%	-1.8%	2.5%	12.5%	-1.2%	i	13.8	-7.0%	11.7%	1.1
COC(=O)c1c(C)n(Cc2ccco2)c2ccc(O)cc12	-0.4%	8.8%	·	-0.8%	1.2%	i	37.9	0.9%	5.6%	1.1
COc1ccc(N=C(C)c2c(O)n(C3CCCCC3)c(=O)[nH]c2=O)c(OC)c1	0.1%	9.0%	-0.1%	4.1%	-6.7%	i	7.5	17.6%	0.7%	1
O=c1[nH]c(=O)n(C2CCCCC2)c(O)c1/C=C/C=Nc1ccccc1	-0.1%	·	1.5%	20.7%	1.6%[50 µM]	i	24.4	·	8.8%	·
Cc1ccc(CN2CCCN(Cc3ccc(Cl)cc3)S2(=O)=O)cc1	0.2%	·	1.6%	·	0.1%	i	43.8	·	·	·
Cc1cc(N2C(=O)CC(N3CCC(n4c(=O)[nH]c5ccccc54)CC3)C2=O)no1 (stereo not given)	0.3%	6.9%	2.1%	-6.7%	-0.5%	i	48.2	2.5%	4.4%	1
C/C(=N\NC(=O)c1ccccc1)c1c(O)n(C2CCCCC2)c(=O)[nH]c1=O	0.3%	·	4.3%	·	0.5%	i	44.9	·	·	·
COc1cccc(CC(=O)N2CCN(Cc3cccc(Cl)c3)CC2)c1	-1.1%	·	2.7%	·	-0.2%	i	18.3	·	·	·
CCOC(=O)C1(c2ccccc2)CCN(CC(=O)Nc2cccc3ccccc23)CC1	-1.1%	9.1%	?	6.5%	2.1%[50 µM]	i	20.3	6.6%	5.0%	1.1
Cc1ccc(NC2=NCCCS2)cc1Cl	-0.3%	·	2.3%	·	-0.1%	i	43.2	·	·	·
CCCCCn1c(=O)c(C(=O)Nc2ccccc2Cl)c(O)c2ccccc21	-1.7%	·	8.5%	·	-0.2%	i	47.8	·	·	·
COc1ccc(CN2CCN(C(=O)COc3ccc4ccccc4c3)CC2)c(OC)c1	-0.6%	·	9.5%	·	0.2%	i	57.6	·	·	·
CCCCn1c(N)c(C(=O)OCC2CCCO2)c2nc3ccccc3nc21 (stereo not given)	0.5%	19.9%	-0.6%	-188.3%	-1.4%	i	29.6	12.0%	?	1
COCCOC(=O)C1=C(N)Oc2c(c(=O)oc3ccccc23)[C@@]12C(=O)Nc1ccccc12	0.4%	7.0%	1.1%	-5.6%	0.2%	i	39.4	4.0%	8.5%	1.1
C=Cn1ccnc1P(=S)(c1ccn(C)c1)c1nccn1C=C	0.0%	-12.6%	0.5%	-0.6%	0.0%	i	27.3	-11.5%	5.0%	1

Part of the list above, reduced to T cell modulator vesicle-bound % and RSV antiviral HEp-2.
| mol | T cell modulator vesicle-bound % | RSV antiviral HEp-2 |
| --- | --- | --- |
| CCCCCn1c(=O)c(C(=O)Nc2ccccc2Cl)c(O)c2ccccc21 | 47.8 | 8.5% |
| COc1ccc(CN2CCN(C(=O)COc3ccc4ccccc4c3)CC2)c(OC)c1 | 57.6 | 9.5% |
| CCCCn1c(N)c(C(=O)OCC2CCCO2)c2nc3ccccc3nc21 (stereo not given) | 29.6 | -0.6% |
